Compound activity from PubChem BioAssay.
RNase H inhibition: RNase H inhibition, HIV 1 Gag Pol polyprotein, FRET biochemical assay, screening (AID 372); inhibition, % at 10 µM; hits with a dose series show IC50 in µM; HIV-1 RT RNase H, FRET RNA/DNA substrate fluorescence; higher % means a stronger effect; 0.77% of 100,000 active; in the data active means inhibition above about 50%
Active calls of the source: *.

Sample of the layout, three compounds:
SMILES	RNase H inhibition
O=C(Oc1ccccc1C(=S)N1CCOCC1)c1ccc([N+](=O)[O-])cc1	6%
Cc1ccc(/C=N/N2C(=O)c3ccccc3C2=O)s1	0%
O=C(CN1CCCCC1)n1c2c(c3ccccc31)CCCC2	22%

Results, repeating the preview:
SMILES	RNase H inhibition
O=C(Oc1ccccc1C(=S)N1CCOCC1)c1ccc([N+](=O)[O-])cc1	6%
Cc1ccc(/C=N/N2C(=O)c3ccccc3C2=O)s1	0%
O=C(CN1CCCCC1)n1c2c(c3ccccc31)CCCC2	22%
Cc1cc(-c2ccc(N=Cc3cccc(Cl)c3Cl)c(C)c2)ccc1N=Cc1cccc(Cl)c1Cl	8%
CCCOc1ccc(-c2n[nH]c(=S)n2-c2ccccc2)cc1	12%
COc1ccc(S(=O)(=O)N2CCN(C3CCCC3)CC2)cc1	0%
N#CC(C(N)=O)C(c1ccc(Br)cc1)c1c(-c2ccccc2)[nH]n(-c2nc(-c3ccccc3)cs2)c1=O (stereo not drawn)	11%
Cc1[nH]n(-c2ccccc2)c(=O)c1N=Nc1ccc(F)cc1	10%
N#C/C(=C/c1ccc(-c2ccccc2)cc1)c1nc(-c2ccccc2)cs1	4%
CCc1ccccc1Nc1nc(-c2sc(N)nc2C)cs1	8%
COc1cccc(C2CN(c3ccccc3)N=C2c2cccs2)c1OC (stereo not drawn)	1%
Cc1ccc(NC(=O)/C(=C\c2cccnc2)NC(=O)c2ccccc2)cc1	5%
CC(C)C(NC(=O)c1ccccc1Br)C(=O)O (stereo not drawn)	9%
COc1ccc2oc(=O)c(-c3csc(Nc4ccccc4C)n3)cc2c1	18%
O=C(/C=C/c1ccc2c(c1)OCO2)NCc1ccc(Cl)cc1Cl	11%
O=C(NNC(=O)c1sc2ccccc2c1Cl)Nc1cccc(Cl)c1	40%
CCOC(=O)COc1ccccc1/C=N/NC(=O)COc1ccc(Br)cc1OC	11%
Clc1ccc(-c2nnc(SCc3ccc(Br)cc3)o2)c(Cl)c1	0%
CC1=NN(c2cccc(C(=O)O)c2)C(=O)/C1=C\c1cccc(Br)c1	7%
CC(C)c1ccc(/C=N/NC(=O)Cn2nnnc2N)cc1	12%
CC(=O)N1CCC(=O)N1c1ccccc1	1%
CC(=O)Oc1ccc(/C=C(/NC(=O)c2ccccc2)C(=O)Nc2cccc(C(=O)O)c2)cc1	0%
CC(=O)c1ccc(NC(=S)NC(NC(=O)c2ccccc2Cl)C(Cl)(Cl)Cl)cc1 (stereo not drawn)	13%
Cc1cc(Br)cc2c1N(C)C(=O)C2=O	17%
COC(=O)/C=C(\C)NC(=O)c1ccccc1Cl	15%
O=C(N/N=C/c1ccco1)c1ccc(C(=O)N/N=C/c2ccco2)cc1	3%
O=C(NCCCn1ccnc1)c1ccc(Cl)cc1	8%
Cc1csc(-c2cc3ccc(OCc4c(F)cccc4Cl)cc3oc2=O)n1	0%
COc1ccccc1OCCOc1cccc(Cl)c1Cl	0%
O=C1CC(c2ccccc2)CC2=C1C(c1ccccc1Cl)Nc1ccccc1N2 (stereo not drawn)	16%

Rewritten as comma-separated lines: entries from further up
structure,RNase H inhibition
CC(=O)c1ccc(NC(=S)NC(NC(=O)c2ccccc2Cl)C(Cl)(Cl)Cl)cc1 (stereo not drawn),13%
Cc1cc(Br)cc2c1N(C)C(=O)C2=O,17%
COC(=O)/C=C(\C)NC(=O)c1ccccc1Cl,15%
O=C(N/N=C/c1ccco1)c1ccc(C(=O)N/N=C/c2ccco2)cc1,3%

Next structures follow.
SMILES	RNase H inhibition
NC(=O)c1ccc(NC(=O)c2cc(I)cc(I)c2I)cc1	10%
COCCOC(=O)c1c(C)oc2ccc(OC)cc12	0%
CC1(C)CC(=O)C2=C(C1)Nc1ccc3ccccc3c1C2c1ccc(F)cc1 (stereo not drawn)	5%
CCCCOc1ccc(C(=O)NC(=S)Nc2cc(-c3nc4ccccc4o3)ccc2Cl)cc1	41%
COc1ccc(C(=O)Nc2ccc(F)cc2)cc1[N+](=O)[O-]	0%
Cc1cc(NC(=O)COc2ccccc2Cl)ccc1NC(=O)c1ccccc1	11%
COC(=O)c1sc(NC(=O)c2sc3cc(C)ccc3c2Cl)c(C#N)c1C	0%
O=C(N/N=C/c1cccc(Br)c1)C(Oc1ccccc1)Oc1ccccc1	12%
COC(=O)c1ccc(NS(=O)(=O)c2ccc(Cl)cc2)cc1	4%
Cc1ccccc1C(=O)N/N=C/c1ccc(OCC(=O)N2CCCCC2)cc1	7%
Brc1ccccc1NCc1ccncc1	8%
COc1ccccc1OCCOc1c(C)cccc1C	6%
O=C(NCCCN1CCOCC1)c1ccc(F)cc1	1%
CCN1CCN(CC(=O)N/N=C/c2cccc(Br)c2)CC1	1%
Cc1cc2ncn(C(=O)/C=C/c3ccc4c(c3)OCO4)c2cc1C	9%
CCOC(=O)c1[nH]c(=O)[nH]c1COC(=O)c1ccco1	3%
COc1cc2c(cc1[N+](=O)[O-])CCCC2	24%
CC(C)OC(=O)COc1ccc2c(c1)oc(=O)c1ccccc12	0%
O=C(Cc1ccc(F)cc1F)n1nnc2ccccc21	0%
O=C(Nc1ccccc1)c1cc(-c2ccccc2)nc2ccccc12	0%
COc1c(I)cc(I)cc1/C=N/NC(=O)Cc1cccc2ccccc12	10%
Cc1cc(OCC(=O)Nc2cc(-c3nc4ccccc4s3)ccc2C)ccc1Cl	16%
COc1ccc(C(=O)NC(=S)Nc2ccc(F)cc2)cc1OC	0%
CCOC(=O)C1=CS/C(=C2/C(=S)C(C)(C)Nc3cc(C)ccc32)S1	0%
N#C/C(=C\c1ccc2ccccc2c1)c1nc(-c2ccc(-c3ccccc3)cc2)cs1	21%
O=C(/C=C/c1ccc([N+](=O)[O-])cc1)Nc1cccc(Br)c1	23%
CCOC(=O)C1=C(C)N=c2s/c(=C\c3ccc(-c4ccc(OC)cc4[N+](=O)[O-])o3)c(=O)n2C1c1ccc2c(c1)OCO2 (stereo not drawn)	0%
COc1ccc(/C=C(\C#N)C(=O)Nc2cccc(Cl)c2C)c2ccccc12	23%
Cc1ccccc1COc1ccc(Cl)cc1/C=C1/SC(=S)NC1=O	33%
CCOC(=O)c1ccc(N2NC(=O)/C(=C/c3cccc([N+](=O)[O-])c3)C2=O)cc1	13%
COc1cccc(OC)c1C(=O)Nc1ccc(C(=O)Oc2ccccc2)c(O)c1	19%
Cc1onc(-c2c(Cl)cccc2Cl)c1C(=O)NCCN1CCOCC1	0%
CCOC(=O)CNC(=O)c1ccc(-c2ccccc2)cc1	3%
CCOC(=O)c1cn(N(C)C=O)c2c(F)c(F)c(F)cc2c1=O	15%
CC1=NN(c2ccc(C)c(C)c2)C(=O)/C1=C\c1c(C)[nH]n(-c2ccc(I)cc2)c1=O	3%
CSc1ccc(/C=N/NC(=O)c2ccc(C(C)(C)C)cc2)cc1	11%
Cc1c(Cl)cccc1-c1ccc(C(=O)Nc2cccc(-c3nc4ccccc4o3)c2)o1	10%
O=C(NC(=S)Nc1ccc(Br)cc1)c1ccc(Cl)cc1	1%
Clc1ccc(Cn2c(NCc3ccc4c(c3)OCO4)nc3ccccc32)cc1	19%
Fc1c(F)c(C(F)(F)F)c(F)c(F)c1N/N=C\c1cn(Cc2ccc(Cl)cc2Cl)c2ccccc12	10%
N#C/C(=C\c1ccc(-c2ccc3c(c2)COC3=O)o1)C(N)=O	0%
COc1ccc(C(=O)NC(=S)Nc2cc(-c3nc4ncccc4o3)ccc2C)cc1Br	20%
CCOC(=O)C1=C(C)N=c2s/c(=C/c3ccccc3OC)c(=O)n2C1c1cc(OC)ccc1OC (stereo not drawn)	9%
N#C/C(=C\c1ccc(Cl)cc1Cl)c1nc(-c2cc3ccccc3oc2=O)cs1	0%
Cc1ccc(F)cc1Nc1nnc(-c2cc3c(ccc4ccccc43)oc2=O)s1	5%
CCOc1ccccc1NC(=O)C1C(c2ccccc2)C1(Cl)Cl (stereo not drawn)	14%
Cc1nc(NC(=O)c2ccccc2)sc1-c1csc(Nc2ccc(S(N)(=O)=O)cc2)n1	9%
COc1ccc(CN2CCN(Cc3ccc(OC)c(Br)c3)CC2)c(OC)c1	15%
CC(=O)Nc1ccc(S(=O)(=O)n2nc(C)c(Sc3ccccc3)c2C)cc1	29%
COc1ccccc1-c1c(Cc2ccccc2)[nH]n2c(=O)c3c(nc12)CCCC3	0%

The final 7 records of the part above are carried over, then new ones follow.
SMILES	RNase H inhibition
N#C/C(=C\c1ccc(Cl)cc1Cl)c1nc(-c2cc3ccccc3oc2=O)cs1	0%
Cc1ccc(F)cc1Nc1nnc(-c2cc3c(ccc4ccccc43)oc2=O)s1	5%
CCOc1ccccc1NC(=O)C1C(c2ccccc2)C1(Cl)Cl (stereo not drawn)	14%
Cc1nc(NC(=O)c2ccccc2)sc1-c1csc(Nc2ccc(S(N)(=O)=O)cc2)n1	9%
COc1ccc(CN2CCN(Cc3ccc(OC)c(Br)c3)CC2)c(OC)c1	15%
CC(=O)Nc1ccc(S(=O)(=O)n2nc(C)c(Sc3ccccc3)c2C)cc1	29%
COc1ccccc1-c1c(Cc2ccccc2)[nH]n2c(=O)c3c(nc12)CCCC3	0%
CCN(Cc1ccccc1)C(=O)C1CCN(Cc2cccc(OC)c2O)CC1	9%
Clc1cc2c(cc1/C=N/Nc1nnc3c(n1)[nH]c1ccccc13)OCO2	2%
Cc1cc(Cl)cc(Cl)c1OCCOCCOc1cccc2cccnc12	29%
COc1ccc(C)cc1NC(=O)COc1ccccc1OC	3%
Cc1cc(/C=C2/NC(=O)NC2=O)c(C)n1C	5%
COc1ccc(NC(=S)NC(=O)c2ccc(-c3ccccc3)cc2)cc1Cl	25%
Cc1cccc(C(=O)NCCCN(C)C)c1	2%
O=C(Nc1ccc(OC(F)(F)F)cc1)c1cccc(OCc2ccccc2)c1	0%
CC(=O)N/C(=C\c1ccc(F)cc1)C(=O)NC(Cc1ccccc1)C(=O)O (stereo not drawn)	10%
Cc1ccc(/C=N\NC(=O)C2COc3cc4ccccc4cc3O2)o1 (stereo not drawn)	19%
COc1cc(/C=C2/C(=O)NC(=O)N(c3ccccc3F)C2=O)cc(Br)c1O	14%
CCOC(=O)c1ccc(NC(=O)CN(c2cccc(Br)c2)S(=O)(=O)c2ccccc2)cc1	12%
CCCCCc1nc(N)c(C#N)c(-c2ccc(Cl)cc2)c1CCCC	1%
O=C(Nc1cccc2c1C(=O)c1c(NC(=O)c3ccccc3)cccc1C2=O)c1ccccc1	2%
Cc1cc(C)c(S(=O)(=O)NCc2ccc3c(c2)OCO3)c(C)c1	7%
Cc1cc2nc(-c3cc(NC(=S)NC(=O)c4ccc(F)cc4)ccc3Cl)oc2cc1C	42%
COc1ccccc1C(CC#N)C1CCOC(C)(C)C1 (stereo not drawn)	11%
O=C1NC(=S)S/C1=C/c1ccc(-c2ccccc2Cl)o1	40%
c1ccc(COc2cccc(CN3CCN(c4ccccc4)CC3)c2)cc1	9%
Cc1cccc(NC(=O)CSc2nsc(SCC(=O)Nc3cccc(C)c3)n2)c1	11%
Cc1ccc(S(=O)(=O)N2CCN(CC3CC4C=CC3C4)CC2)cc1 (stereo not drawn)	9%
CC(=O)OC1(C[N+](=O)[O-])C2CC3CC(C2)CC1C3 (stereo not drawn)	2%
CCOC(=O)c1c(C)oc2ccc(OC(=O)c3ccccc3OC)cc12	19%
O=C1NC(=O)/C(=C/c2c(F)cccc2Cl)S1	5%
COc1ccccc1P(=O)(c1ccccc1)c1ccccc1	9%
O=[N+]([O-])c1c(N2CCCCC2)c(F)c(N2CCCCC2)c(F)c1N1CCCCC1	13%
COc1ccc(Cl)cc1C(=O)N1CCOCC1	6%
COc1ccc(C(=O)/C=C\Nc2cc(Cl)ccc2O)c(OC)c1	27%
N#Cc1cccc(N=Cc2ccc(C=Nc3cccc(C#N)c3)cc2)c1	13%
COc1ccc(OC)c(C2C(C#N)=C(C)NC3=C2C(=O)CC(c2ccc(Cl)cc2)C3)c1 (stereo not drawn)	15%
CCC(=O)Nc1ccc(NC(=O)c2ccc3ccccc3c2)cc1	6%
O=C(Cc1ccccc1)NC(=S)Nc1ccc(Br)cc1	20%
CC1(C)C(c2cccs2)=[N+]([O-])C2(CCCCC/C2=N\O)N1O (stereo not drawn)	5%
CCOc1ccccc1NC(=O)c1c(NC(=O)c2ccco2)sc2c1CCC2	10%
CCCCOC(=O)C1=C(C)NC(=O)NC1c1cccc(Cl)c1 (stereo not drawn)	8%
O=C(NC(=S)Nc1ccc(-c2nc3ccccc3s2)cc1)c1cc2ccccc2o1	0%
CCCN1C(=O)c2ccccc2NC1c1ccc(O)c(OCC)c1 (stereo not drawn)	3%
Cc1c(/C=C2\SC(=S)NC2=O)c(=O)n(-c2ccccc2)n1C	0%
COC(=O)CCC(=O)NNC(=O)c1cccc(Cl)c1	14%
O=C(CSc1nc2ccccc2s1)c1ccc(Cl)cc1Cl	10%

Random excerpt: two compounds from above
SMILES	RNase H inhibition
Cc1[nH]n(-c2ccccc2)c(=O)c1N=Nc1ccc(F)cc1	10%
O=C(N/N=C/c1cccc(Br)c1)C(Oc1ccccc1)Oc1ccccc1	12%

Additional results
SMILES	RNase H inhibition
Oc1ccccc1N=Cc1ccc2cccc(O)c2n1	26%
CCOC(=O)c1ccccc1NC(=O)CSC(N)=O	6%
O=C(O)c1ccccc1SC1CC(=O)N(c2ccc([N+](=O)[O-])cc2)C1=O (stereo not drawn)	0%
O=C1OC(c2ccc(Cl)cc2)=N/C1=C\c1ccccc1[N+](=O)[O-]	9%
CCCOc1ccc(C2NC(=O)NC(C)=C2C(=O)OCCc2ccccc2)cc1 (stereo not drawn)	19%
Cc1c(NC(=O)c2cc3nc(-c4ccccc4)cc(C)n3n2)c(=O)n(-c2ccccc2)n1C	6%
Fc1ccc(N=Cc2ccc(OCc3ccccc3)cc2)cc1	9%
CCOC(=O)c1c(NC(=O)C23CC4CC(CC(C4)C2)C3)sc2c1CCC(C)C2 (stereo not drawn)	18%
CNc1nc2ccc(C)cn2c(=O)c1/C=N/O	11%
O=C(Nc1cccc(Cl)c1)Nc1ccc2c(c1)OCCO2	9%
CC(OC1=CC(=O)CCC1)C(=O)c1ccccc1 (stereo not drawn)	0%
CCc1ccc(-c2nc3cc(NC(=O)c4ccc([N+](=O)[O-])c(C)c4)ccc3o2)cc1	26%
COc1ccccc1CCNc1cc(C)c2ccc(Cl)cc2n1	21%
CCc1ccc(N=c2ssc3c2-c2ccc(OC)cc2NC3(C)C)cc1	11%
NS(=O)(=O)c1ccc(NC(=O)c2ccc(F)cc2)cc1	7%

The list is partial. The share of hits here may be higher or lower than overall.
